MT stabilizer – stabilizes microtubules in HeLa cells. HeLa tubulin immunostaining HCS, 24 h; share of cells brighter than vehicle mean+2SD. % tubulin-high responders, % at 10 µM. actives 0.83% (n = 200,000);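 active = plate Z-score above 3 for both tubulin-high and condensed-nucleus cell shares, with cell loss under 80%, at 10 µM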;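 note: anti alpha tubulin signal scored within the nucleus-defined area of each cell; some results filed as inactive read as strong as hits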
Autophagy HCS – alters autophagy in cells; MEF GFP-LC3 puncta imaging; test concentration mostly 10 µM; calls only at 10 µM (by protocol); actives 0.98% (n = 190,000); AID 463193;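 active = percentage of spot-positive cells more than 3 SD above its plate mean, without a fluorescence outlier flag or 80% toxicity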;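 note: spot-positive cell cutoff set from DMSO-treated cells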
ER stress rescue – protection against thapsigargin-triggered cell killing – 384-well, CSM14.1, ATP luminescence, primary screen (AID 1222). CSM14.1 thapsigargin-induced death rescue, ATP luminescence; higher % means a stronger effect. one-dose cellular ATP content (survival), % at 20 µM; EC50 in µM for titrated hits. 190,000 tested, under 10 active;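 active = EC50 below 50 µM in the dose-response confirmation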;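 note: death triggered by thapsigargin at about 15 µM added after 2 h compound pretreatment; cell ATP read after overnight thapsigargin exposure of roughly 18 to 22 hours; normalized against plate controls of thapsigargin alone and 5% DMSO vehicle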
T cell HTS – modulates CD8 T cell binding to vesicles; 2C CD8+ T cell-vesicle binding, flow cytometry; stronger effect = lower value; calls only at 7 µM; actives 0.068% (n = 330,000); AID 2052;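 active = response, share of CD8 T cells binding vesicles, and their 90th percentile fluorescence all below set limits, cut at about 80% in these data, passing the limit was not always enough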
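Assay system: 2C TCR transgenic mouse naive CD8+ T cells, MACS-purified | Read-out: CD8+ gate FL2 mean fluorescence as % of same-row positive control | Signal: High-throughput flow cytometry with anti-B7-1 and anti-CD8 staining | Timing: Binding step 1.5 h, 37 °C, antibody labelling 20 min, ice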
Dynein transport – blocks dynein driven cargo transport along microtubules; AID 1381; 3617.4 mouse cells, GR-EGFP nuclear translocation imaging; test concentration mostly 20 µM; stimulated with dexamethasone, 1 µM; stronger effect = lower value; actives 0.47% (n = 220,000); z-score, hits read low;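 active = plate z-score of nuclear minus cytoplasmic receptor signal below a set negative limit, without overly bright fluorescence or cell loss, cut at about -3.5 in these data, passing the limit was not always enough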;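 note: z-score of nuclear minus cytoplasmic ring GR-EGFP intensity difference per well; some compounds called inactive have numbers as strong as hits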
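Also added: dexamethasone, 1.0 µM final. Medium: tet-free, stripped-serum medium. Detection: fixed, Hoechst-stained cells imaged at 10x for EGFP. Read-out: nuclear-to-cytoplasmic GR-EGFP distribution per well. Times: induction 48 h, compound 1 h, agonist 30 min.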
PhoP inhibition – PhoP-dependent GFP reporter repression – Salmonella Typhimurium, primary screen (AID 1863); S. Typhimurium PhoP-regulated promoter GFP reporter, 4 h; higher % means a stronger effect; one-dose inhibition, % at 50 µM; IC50 in µM for titrated hits; actives 0.16% (n = 300,000);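 active = inhibition over 29.93%, a cutoff 3 SD above the screen mean, later confirmed by dose response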;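 note: 0% = low Mg2+ inducing control and 100% = high Mg2+ repressing control; strong numbers were not always called active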
Insulin prom up – MIN6 insulin promoter up-regulation | actives 0.3% (n = 190,000) | z-score at 5 µM | MIN6 insulin promoter-GFP reporter, high-content imaging; stronger effect = higher value;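 active = z-score above 3 at 5 µM with at least 500 cells counted in the well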
b-catenin transl – beta-catenin nuclear translocation modulation; HeLa beta-catenin nuclear translocation, immunofluorescence imaging; actives 0.3% (n = 190,000); nuclear translocation activity, % at 5 µM;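 active = nuclear translocation activity above 50% at 5 µM, with a well cell count of 50 or more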;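 note: per-cell ratio of nuclear to cytoplasmic median beta-catenin stain intensity; plate controls were DMSO negative control for no effect and GSK-3 inhibitor IX positive control for full effect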
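Test system: HeLa cells, endogenous beta-catenin; Compound: single 5 µM dose plus 0.02–20 µM confirmation series; Times: compound exposure 24 h at 37°C; Signal: fluorescence imaging of beta-catenin antibody stain plus DAPI; Read-out: % activation, nuclear-to-cytoplasmic median beta-catenin signal ratio per cell.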
Lipid droplet – hepatic lipid droplet formation modulation | actives 0.4% (n = 240,000) | inhibition, % at 6.5 µM | AID 1656 | AML12 mouse hepatocytes, oleate lipid droplets, BODIPY imaging;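 active = lipid droplet intensity inhibited by at least 50%, with more than 500 cells counted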
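Assay system: AML12 hepatocytes (mouse); Probe or stimulus: oleic acid at 100 µM to induce lipid droplet formation; Dosing: compound at 6.5 µM only; Schedule: compound with oleate, overnight; Detection: fluorescence imaging, 20x objective, two fields per well; Measure: % inhibition of lipid droplet signal.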
Dynein transport cytoplasmic EGFP – recorded beside Dynein transport, whose call it bears; z-score; measured here: cytoplasmic GR-EGFP intensity; stronger effect = higher value
Dynein transport nuclear GR-EGFP – recorded beside Dynein transport, whose call it bears; z-score; measured here: nuclear GR-EGFP intensity;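 lower value marks the stronger effect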
Dynein transport cell count – also measured in Dynein transport; calls as there; z-score; measured here: cell count per field
Insulin prom up cell count – recorded beside Insulin prom up, whose call it bears; cell count; measured here: cytotoxicity, nuclei count;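 total cells summed across four imaged fields per well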
Lipid droplet cells 6.5 µM – second read-out of Lipid droplet, no call of its own (marks repeat the call); cell count; measured here: cell count, cytotoxicity flag;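 cells counted across two imaged fields per well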
b-catenin transl cell count 5 µM – further read-out of b-catenin transl, marked with its call; cell count; measured here: cell count, cytotoxicity flag
T cell HTS vesicle-bound % – recorded beside T cell HTS, whose call it bears; double positive events, %; measured here: CD8+ vesicle-bound cell fraction;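 binding gate set so that unloaded-vesicle control wells show 10% double positive cells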
MT stabilizer Hoechst-high % – recorded beside MT stabilizer, whose call it bears; % Hoechst-high responders; measured here: nuclear condensation Hoechst responders;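 share of cells brighter than vehicle mean plus two SD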
MT stabilizer cytotoxicity % – further read-out of MT stabilizer, marked with its call; toxicity, %; measured here: cytotoxicity by cell density;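 0% = mean cell density of plate MIN control wells and 100% = no cells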
Autophagy HCS cell loss 18 h – further read-out of Autophagy HCS, marked with its call; toxicity, %; measured here: cell loss, nuclei count;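 cell loss after 18 h compound exposure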
* hit, by the source's call; i = inactive; x = not tested or not shown. The order is random; 3% or so of the library scored in one or more.

SMILES	MT stabilizer	MT stabilizer Hoechst-high %	MT stabilizer cytotoxicity %	Autophagy HCS	Autophagy HCS cell loss 18 h	ER stress rescue	T cell HTS	T cell HTS vesicle-bound %	Dynein transport	Dynein transport cytoplasmic EGFP	Dynein transport nuclear GR-EGFP	Dynein transport cell count	PhoP inhibition	Insulin prom up	Insulin prom up cell count	b-catenin transl	b-catenin transl cell count 5 µM	Lipid droplet	Lipid droplet cells 6.5 µM
O=C(NC(=S)Nc1ncc(Br)cc1Br)c1cncc(Br)c1	2.3	3.3	0.2	i	-3	-4.0%	i	2	0.51	-0.28	0.35	0.38	-4%	0.54	1111	-4.0	1187	-10	770
COc1c(C(C)C)oc2cc3oc(=O)ccc3cc12	4.6	2.9	1.7	i	-9	x	i	25	0.9	-0.35	0.22	-0.94	1%	-1.3	1212	0.7	1042	-4	668
Cc1cccc2cc(CN(CC3CCCO3)C(=S)Nc3ccccc3)c(=O)[nH]c12 (stereo unspecified)	3.0	2.4	16	i	-16	-0.5%	i	68	0.38	-0.24	0.42	-0.082	14%	-0.51	1320	-2.5	1113	-1	617
COC(=O)C1=C(C)NC(=O)NC1c1ccc(OC(=O)c2ccco2)cc1 (stereo unspecified)	1.5	2.8	2.8	i	-1	-1.3%	i	17	0.35	-0.12	0.18	-0.87	7%	x	x	1.0	1529	-1	487
COC(=O)c1ccc(COC(=O)CCC(=O)c2cccs2)cc1	4.3	2.8	6.3	i	2	-0.2%	i	56	1.7	-0.21	0.68	-1.6	17%	0.76	1253	3.2	536	6	685
O=C(OCc1nc2scc(-c3ccccc3)c2c(=O)[nH]1)c1cc(Cl)ccc1[N+](=O)[O-]	5.7	4.9	0.1	i	1	-0.1%	i	42	-0.97	0.13	-0.7	0.76	-5%	0.35	1090	-0.5	907	-4	594
COc1cc(C(=O)N(CCCO)Cc2cc3ccc(C)c(C)c3[nH]c2=O)cc(OC)c1OC	2.5	2.9	2.4	i	-13	-1.7%	i	59	0.061	-0.24	0.13	0.38	-8%	-1	1156	-6.8	813	x	x
NCCCCCc1nnc(SCC(=O)Nc2cccc(Cl)c2)o1	4.3	2.2	6.1	i	6	2.2%	i	38	-0.21	-0.31	0.097	-0.42	6%	-0.6	1447	-3.7	787	x	x
Cc1ccc(S(=O)(=O)N2CCN(C(=O)CCC(=O)NCCc3ccc(S(N)(=O)=O)cc3)CC2)c(C)c1	3.4	2.2	5.8	i	-9	-0.9%	i	36	1.2	-0.37	0.94	-0.16	3%	0.89	1172	-2.4	1001	-4	708
COc1ccc(Cl)cc1-c1nc(SCC(=O)N(C)CCC#N)n[nH]1	4.2	2.0	7.7	i	12	-0.5%	i	9	1.4	-0.12	0.34	-0.35	-3%	0.17	1403	-1.2	1045	23	698
CCCN(CCC)CC(O)COc1ccccc1C(=O)Nc1ccccc1 (stereo unspecified)	x	x	x	x	x	x	i	30	-0.29	-0.23	0.28	0.53	-2%	-0.54	1023	-0.9	1278	-10	743
C=CCn1c(SCC(=O)NC2CCS(=O)(=O)C2)nc2sc(CC)cc2c1=O (stereo unspecified)	2.4	1.1	5.3	i	5	-4.7%	i	36	-0.54	0.11	0.034	0.56	4%	0.2	922	-1.9	1124	8	754
Cn1c(=O)c2c(c3ccccc31)OC(C)(C)CC2	5.7	2.5	9.2	i	-7	-1.9%	i	33	3.6	-0.2	2.1	-1.7	-4%	0.44	1135	x	x	-16	578
O=C(NC1CCCCCC1)C1Cc2ccccc2CN1C(=O)c1ccco1 (stereo unspecified)	3.1	2.3	9.7	i	-10	-0.5%	i	55	-0.48	-0.37	-0.039	1.9	0%	-0.33	1453	-1.0	1115	-6	691
CCOC(=O)c1cc2occc2n1Cc1ccc(F)cc1	2.8	1.5	12	i	12	-1.5%	i	34	0.005	-0.0051	-0.19	0.042	-1%	-0.28	1295	1.1	1139	14	779
O=C(NCCN1CCOCC1)c1sc2ccccc2c1Cl	1.4	2.2	4.4	i	-5	-1.3%	i	34	-0.13	-0.35	-0.61	0.08	3%	-0.01	1440	-0.7	1042	1	699
COCc1nnc(NC(=O)CSCc2ccccc2)s1	3.7	1.9	14	i	3	0.8%	i	50	1.5	-0.014	-0.23	-1.8	-2%	0.51	1458	1.0	1338	x	x
CCOC(=O)c1sc(=S)n(C)c1NC(=O)c1cccc(Br)c1	x	x	x	x	x	x	i	18	-0.94	-0.24	-0.41	1.4	-7%	0.24	1024	0.6	1365	8	719
CCn1c(-c2cccc(Br)c2)n[nH]c1=S	2.2	2.2	11	i	4	x	i	2	-0.66	-0.26	-0.37	0.43	-6%	0.15	1201	0.2	956	-39	599
NS(=O)(=O)c1ccc(NC(=S)NCCc2ccccc2)cc1	4.8	2.6	12	i	-3	5.0%	i	26	0.63	-0.28	0.61	-0.78	6%	-0.26	1431	0.5	1557	2	706
O=C(Cc1ccc(Nc2nc(=S)[nH]c3ccccc23)cc1)NC1CCCCC1	4.2	1.9	6.9	i	31	-2.4%	i	34	1.2	0.058	1.2	-2.5	2%	-0.35	1371	-1.1	1032	-5	701
Cc1sc2nc(C)n(/N=C/c3ccccc3)c(=O)c2c1C	1.0	0.7	8.6	i	-10	2.5%	i	20	1.4	-0.077	0.79	-0.89	20%	-0.15	1202	3.8	1184	-1	827
CCc1ccc(OCC(=O)NC(NC(=S)Nc2ccc(C)cc2C)C(Cl)(Cl)Cl)cc1 (stereo unspecified)	2.0	2.5	8.9	i	14	-0.3%	i	44	-0.37	-0.17	0.33	0.71	4%	0.46	1305	3.5	1398	x	x
CCOCCCn1c(SCc2nc3ccccc3s2)nc2ccccc2c1=O	2.7	1.9	7.9	i	7	1.7%	i	40	0.32	-0.21	0.33	-0.52	-4%	0	1143	3.4	461	-31	654
CCOC(=O)CC(=O)CSc1nc2c(cc1C#N)CCCCC2	3.1	3.8	8.5	i	-8	-3.9%	i	40	-0.57	-0.3	-0.22	-0.05	-1%	0.46	1071	-6.5	951	x	x
(more compounds)
SMILES	MT stabilizer	MT stabilizer Hoechst-high %	MT stabilizer cytotoxicity %	Autophagy HCS	Autophagy HCS cell loss 18 h	ER stress rescue	T cell HTS	T cell HTS vesicle-bound %	Dynein transport	Dynein transport cytoplasmic EGFP	Dynein transport nuclear GR-EGFP	Dynein transport cell count	PhoP inhibition	Insulin prom up	Insulin prom up cell count	b-catenin transl	b-catenin transl cell count 5 µM	Lipid droplet	Lipid droplet cells 6.5 µM
O=C(NC(=S)NCc1ccco1)c1ccccc1	1.2	1.1	2.6	i	-28	4.1%	i	50	0.86	-0.095	0.8	0.033	5%	-0.56	1618	0.8	1603	-14	725
S=c1[nH]ccn1-c1cccc(Cl)c1	2.9	1.7	4.3	i	3	-2.6%	i	29	3.6	-0.12	1.6	-2.1	14%	0.29	1330	-1.9	944	4	647
O=C(NCc1cccs1)c1cc(-c2ccccn2)nc2ccc(Br)cc12	4.9	2.6	6.0	i	19	1.9%	i	49	1	0.9	1.4	-0.85	13%	-0.51	1425	0.5	1496	x	x
Cc1ccc(C(=O)NC2CCCCCC2)o1	3.4	2.5	6.0	i	25	-0.9%	i	59	-1.1	-0.25	-0.61	0.57	8%	-0.02	1259	x	x	2	703
Cc1cc(C(C)(C)C)cc(S(=O)(=O)Nc2ccc(C(=O)O)cc2)c1C	2.2	2.2	1.8	i	1	-0.1%	i	14	-0.3	-0.22	-0.21	0.56	8%	0.45	1414	0.0	1531	1	621
Cc1ccc([N+](=O)[O-])cc1NC(=S)NC(=O)c1ccco1	3.4	1.9	15	i	8	-1.3%	i	25	0.1	-0.26	-0.057	0.26	-9%	0.04	1667	-2.8	1108	11	652
Clc1ccc(-c2nnc(C3CC3)o2)cc1	x	x	x	x	x	x	i	3	-0.55	-0.23	0.14	0.52	1%	-0.25	1016	1.3	1324	5	746
O=C(CSc1nc2ccncc2[nH]1)Nc1ccccc1C(F)(F)F	5.3	2.8	7.3	i	-17	-5.0%	i	37	2.2	-0.18	2.1	-0.64	3%	0.87	1141	1.1	1177	-9	709
Cc1cc(C)cc(N(C(=O)C(F)(F)F)C(C(=O)NC2CCCCC2)c2cccs2)c1 (stereo unspecified)	1.3	1.7	11	i	-3	0.9%	i	16	-0.23	-0.21	-0.42	0.031	3%	x	x	x	x	x	x
CN(C)/C=C(/C(=O)c1ccc(Cl)c(Cl)c1)c1nnnn1-c1ccccc1	x	x	x	x	x	x	i	39	1.1	-0.18	0.49	-0.61	2%	-0.22	1069	0.0	1257	-38	570

Screening results: PubChem BioAssay, several laboratories
